# TDP1 cell noCPT: qHTS for Inhibitors of human tyrosyl-DNA phosphodiesterase 1 (TDP1): qHTS in cells in absence of CPT | DT40 Tdp1-/- hTDP1 cells, no CPT, ATP luminescence, 48 h | Potency, µM (highest dose often 46.2 µM), inactives show at the top dose activity change, negative = growth inhibition, most hits filed as inhibitors | 420,000 tested, 15% active; further: nearly all actives have a fitted effect of over 55% in size
#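 Growth of hTDP1-complemented DT40 Tdp1-knockout cells is measured by ATP luminescence after at least 48 hr compound exposure at 37 °C, with DMSO substituting for the 20 nM CPT used in the parallel screen.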
# TDP1 inh: qHTS Assay for Inhibitors of Tyrosyl-DNA Phosphodiesterase (TDP1); Tyrosyl-DNA phosphodiesterase 1 (Homo sapiens), Q9NUW8; 350,000 tested, 0.28% active; AID 485290, 2010; recombinant TDP1, AlphaScreen DNA substrate cleavage; Potency, µM (highest dose often 130 µM), without a hit: at the highest dose activity change, negative = inhibition, actives largely listed as inhibitors; further: nearly all actives have a fitted effect of over 40% in size
# Target sequence (Q9NUW8 whole entry, looked up): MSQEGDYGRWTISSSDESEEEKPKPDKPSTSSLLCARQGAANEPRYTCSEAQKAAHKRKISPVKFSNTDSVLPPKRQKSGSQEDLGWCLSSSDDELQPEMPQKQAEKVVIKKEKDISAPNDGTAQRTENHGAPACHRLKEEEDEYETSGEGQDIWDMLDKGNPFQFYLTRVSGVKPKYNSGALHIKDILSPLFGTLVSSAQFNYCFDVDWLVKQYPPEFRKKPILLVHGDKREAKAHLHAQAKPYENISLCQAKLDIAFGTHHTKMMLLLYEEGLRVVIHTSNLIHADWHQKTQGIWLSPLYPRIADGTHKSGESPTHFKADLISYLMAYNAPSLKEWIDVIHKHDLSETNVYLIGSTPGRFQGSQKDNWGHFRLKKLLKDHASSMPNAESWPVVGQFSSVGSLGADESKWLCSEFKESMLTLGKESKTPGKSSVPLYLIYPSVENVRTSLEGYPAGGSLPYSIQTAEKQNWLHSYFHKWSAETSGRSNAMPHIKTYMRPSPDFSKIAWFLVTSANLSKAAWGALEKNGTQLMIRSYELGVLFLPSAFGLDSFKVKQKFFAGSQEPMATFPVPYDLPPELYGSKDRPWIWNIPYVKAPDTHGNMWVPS
#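 Recombinant human Tdp1 (E. coli-expressed, 1 nM final) preincubated with compounds 15 min at room temperature, then 5'-biotin/3'-phosphotyrosine-FITC DNA substrate (15 nM final) added for 5 min. AlphaScreen beads (10 ug/ml final) added 10 min; cleavage lowers signal.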
# DT40 TDP1 CPT: qHTS for Inhibitors of human tyrosyl-DNA phosphodiesterase 1 (TDP1): qHTS in cells in presence of CPT; 420,000 tested, 12% active; Potency, µM (doses to about 46.2 µM), for inactives: at the highest dose activity change, negative = growth inhibition, usual class: inhibitors; chicken DT40 Tdp1-/-;hTDP1 cells + 20 nM CPT, ATP luminescence, 48 h; further: nearly all actives have a fitted effect of over 55% in size
#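 Chicken DT40 Tdp1-/- cells stably complemented with human TDP1 were seeded at 400 cells/well in medium containing 20 nM camptothecin, exposed to pin-transferred compounds, and grown at 37 °C for at least 48 hr. Viability was read as ATP luminescence.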
# Active calls of the source: *; ? = inconclusive; . = not tested or not shown; [ ] = dose if it differs, or a comment. The call rests on the fitted dose curve; in most records, active means well fitted curve in the direction sought with a large enough effect; inconclusive means small, poorly fitted or top-dose-only effect, or another doubt; inactive means no such curve, though single readings can be large; an effect the other way counts as inactive or inconclusive. On the % scale 0 is the no-effect control and ±100 the full control effect; potency means the concentration at half of the fitted maximal effect.
SMILES,TDP1 cell noCPT,TDP1 inh,DT40 TDP1 CPT
NC(=O)c1cc(Cl)ccc1OCC(=O)Nc1ccc2c(c1)OCO2,?,0%,-16%
N#Cc1ccc(S(=O)(=O)Nc2ccccc2N2CCOCC2)cc1,-9%,4%,-11%
O=C(NCCN1Cc2ccccc2OC(c2ccccc2F)C1)c1ccco1 (centres undefined),?,.,13%[9.04 µM]
CC(C)CC(NS(=O)(=O)c1ccccc1)C(=O)O (centres undefined),-7%,-3%,-22%
CCOC(=O)C1=C(C)OC(N)=C(C#N)C1c1cc(F)ccc1F (centres undefined),?,3%,?
CCOC(=O)N1C2=NC(C(=O)OC)=C(C(=O)OC)[C@@H]3N(C)c4ccccc4[C@]23C[C@H]1C(=O)OC,18µM*,-1%[12.3 µM],16µM*
CC1=CC(=O)C2(C)C(C)=C(C)C12C (centres undefined),-19%,.,-9%
Cc1nnc2n1N=C(c1ccc3c(c1)NC(=O)CO3)CS2,5%,0%,?
CCC1CCc2sc(C(=O)N(C)CC(=O)Nc3ccc(OC)cc3)cc2C1 (centres undefined),21µM*,-8%,?
CCCOCc1ccc(O)c2ncccc12,0.58µM*,.,0.82µM*
O=C(O)CC/C(=C\c1cc([N+](=O)[O-])ccc1Cl)c1nc2ccccc2s1,-48%,5%,-17%
Fc1ccccc1/C=N/Nc1nn[nH]n1,-18%,3%,-5%
Cc1[nH]n(C(N)=S)c(=O)c1N=Nc1ccc([N+](=O)[O-])cc1Cl,2.9µM*,.,?
COc1nc(=O)n(C2OC(CO)C(O)C2O)cc1C (centres undefined),3%,.,-3%
COc1cc2cnc(C3=CCCCC3)cc2cc1OC,?,2%,?
CN(Cc1ccccc1)CC(O)COc1ccc(CNCc2cccnc2)cc1 (centres undefined),?,6%,23µM*
CC(=O)O[C@@H]1CC2CCC1(C)C2(C)C (some centres undefined),-4%,.,0%
CCOc1ccc(Nc2cc(C(=O)NCc3ccccc3Cl)c3ccccc3n2)cc1,?,5%,10µM*
CN(C(=O)CSc1nnnn1C)C1(C#N)CCCCC1,8%,0%,-12%
Cc1cc(C)cc(NC(=O)C(Cc2ccccc2)NS(=O)(=O)c2ccc3c(c2)CCC(=O)N3)c1 (centres undefined),?,7%,?
Cc1onc(-c2c(F)cccc2Cl)c1C(=O)Nc1ccc(OC(C)C)cc1,?,.,?
CC(C(=O)Nc1nc2ccccc2[nH]1)N1C(=O)C2CC=CCC2C1=O (centres undefined),-8%,5%,-2%
O=C(O)c1cc(N/N=C/C=C/c2ccccc2)ccc1Cl,-13%,3%,10%
O=C(COc1ccc(F)cc1F)Nc1cccnc1,13%,1%,-6%
COc1ccccc1/C=C(\C#N)c1nc(-c2cc3ccccc3oc2=O)cs1,-18%,2%[12.3 µM],-15%
C(=N\n1cnnc1)/c1nc2ccccc2[nH]1,-26%,4%,-2%
CN(C)CCNC(=O)c1cc2cc(Br)ccc2oc1=O,-16%,4%,-36%
O=C(O)c1cc(NC(=O)c2ccc3c(c2)C(=O)N(Cc2ccccc2)C3=O)cc(C(=O)O)c1,-8%,3%,12%
CC(C)(C)OC(=O)N1CCC(c2c(C(=O)N3CCCCC3)cnn2-c2ccc(F)cc2)CC1,?,-2%,0%
Cc1n[nH]c(C)c1CCCOc1ccccc1,-14%,4%,-14%
CSCCC(NC(=O)COc1ccccc1)C(=O)N1CCCC(C(F)(F)F)C1 (centres undefined),-25%,.,-27%
O=S1(=O)CCN(Cc2ccc(F)cc2)CC1,11%,3%,-5%
CCc1nnc(NC(=O)CCC(=O)N2CCN(c3cccc(Cl)c3)CC2)s1,-14%,3%,-14%
O=C(CC1C(=O)NCCN1Cc1ccc(F)cc1)NC1CCCCCCC1 (centres undefined),?,6%,?
COc1ccccc1CNC(=O)CCCC(=O)n1nc(C)c2ccccc21,4%,0%,-19%
Cc1ccccc1-c1nnc(SCC(=O)NCc2ccc3c(c2)OCO3)n1C,-2%,2%,8%
CCCCOc1ccc(C(=O)N/C(=C\c2ccc(OC)cc2)C(=O)OCc2ccco2)cc1,?,3%,?
O=C(CN1C(=O)c2cccc3cccc1c23)Nc1ccccc1Br,-12%,1%,-11%
O=C1NC(c2ccccc2)N=C2Oc3ccccc3C=C12 (centres undefined),4.6µM*,.,4.6µM*
NNC(=O)c1cc(-c2ccc(N)cc2)nc2ccc(Br)cc12,15µM*,6%,?

# 14 of the compounds above, with values under each structure:
# Screens in order: TDP1 cell noCPT, TDP1 inh, DT40 TDP1 CPT
- CN(C)CCNC(=O)c1cc2cc(Br)ccc2oc1=O
→ -16%, 4%, -36%
- O=C(O)c1cc(NC(=O)c2ccc3c(c2)C(=O)N(Cc2ccccc2)C3=O)cc(C(=O)O)c1
→ -8%, 3%, 12%
- CC(C)(C)OC(=O)N1CCC(c2c(C(=O)N3CCCCC3)cnn2-c2ccc(F)cc2)CC1
→ ?, -2%, 0%
- Cc1n[nH]c(C)c1CCCOc1ccccc1
→ -14%, 4%, -14%
- CSCCC(NC(=O)COc1ccccc1)C(=O)N1CCCC(C(F)(F)F)C1 (centres undefined)
→ -25%, ., -27%
- O=S1(=O)CCN(Cc2ccc(F)cc2)CC1
→ 11%, 3%, -5%
- CCc1nnc(NC(=O)CCC(=O)N2CCN(c3cccc(Cl)c3)CC2)s1
→ -14%, 3%, -14%
- O=C(CC1C(=O)NCCN1Cc1ccc(F)cc1)NC1CCCCCCC1 (centres undefined)
→ ?, 6%, ?
- COc1ccccc1CNC(=O)CCCC(=O)n1nc(C)c2ccccc21
→ 4%, 0%, -19%
- Cc1ccccc1-c1nnc(SCC(=O)NCc2ccc3c(c2)OCO3)n1C
→ -2%, 2%, 8%
- CCCCOc1ccc(C(=O)N/C(=C\c2ccc(OC)cc2)C(=O)OCc2ccco2)cc1
→ ?, 3%, ?
- O=C(CN1C(=O)c2cccc3cccc1c23)Nc1ccccc1Br
→ -12%, 1%, -11%
- O=C1NC(c2ccccc2)N=C2Oc3ccccc3C=C12 (centres undefined)
→ 4.6µM*, ., 4.6µM*
- NNC(=O)c1cc(-c2ccc(N)cc2)nc2ccc(Br)cc12
→ 15µM*, 6%, ?

# Additional results follow:
SMILES,TDP1 cell noCPT,TDP1 inh,DT40 TDP1 CPT
O=c1[nH]c2ccc(N/C(=N/S(=O)(=O)c3ccccc3)c3ccccc3)cc2[nH]1,-27%,-2%,-30%
CC(C)C(=O)Nc1cccc(N2CCN(CCCN3C(=O)C4CCCCN4C3=O)CC2)c1 (centres undefined),?,.,1%
COc1ccc(CCN2C(=O)NC(NC(=O)C(C)(C)C)(C(F)(F)F)C2=O)cc1OC (centres undefined),-8%,-3%,-25%
COc1ccc(C(=O)NC2CC2)cc1OC1CCN(Cc2ccc(SC)cc2)CC1,-1%,4%,?
C=CCNC(=O)NC(=O)COn1nnc2ccc(S(=O)(=O)N(C)C)cc21,-3%,5%,-5%
O=C(COC(=O)c1ccc(S(=O)(=O)Nc2ccccc2)cc1)NCc1ccco1,-5%,3%,-22%
O=C(Nc1ccccc1Cc1ccccc1)c1ccccc1F,?,.,-24%
COc1cc(C(C)=O)ccc1OCC(O)CN1CCN(S(=O)(=O)c2ccccc2)CC1 (centres undefined),-5%,7%,-1%
C#CCNc1nc(C)nc2c1nnn2Cc1ccccc1F,-18%,4%,-2%
Cc1ccc(OCC(=O)N/N=C\c2cccn2C)c([N+](=O)[O-])c1,?,8%,4%
CC(=O)NCc1ccc(C(=O)O)cc1,15%,-4%,0%
CCc1nn(CC(=O)NCCN(CC)CC)c(=O)c2cc3occc3n12,-37%,3%,?
COc1ccc(NC(=O)CSc2nc(O)c(Cc3ccccc3)c(=O)[nH]2)cc1,-22%,5%,-12%
O=C1/C(=N\O)Cc2ccccc21,1%,2%,-4%
COc1ccc(-c2cnc[nH]2)cc1,-8%,12%,1%
Cc1ccc(C(=O)NNC(=O)COC(=O)COc2ccccc2C#N)cc1,-9%,0%[56.1 µM],2%
CC[C@]12c3[nH]c4ccc(Cl)cc4c3CCN1C(=O)[C@@H](CC(=O)NCCN1CCOCC1)C[C@@H]2C(=O)N1CCN(C(=O)C2CC2)CC1,-1%,-4%[56.1 µM],-14%
COc1ccccc1COn1c(=O)c(-c2ccco2)[n+]([O-])c2ccccc21,18µM*,.,15µM*
COc1ccc2cc(-c3nc(-c4ccc(N(C)C)cc4)no3)c(=O)oc2c1,-3%,3%,-1%
CCCCNC(=O)C1CCCN1C(=O)Nc1ccccc1 (centres undefined),-4%,1%,-2%
CC(C)c1ccc(Cn2c(COc3ccccc3)nc3ccccc32)cc1,21µM*,.,18µM*
COc1ccc(CNc2nc(-c3ccoc3)nc3ccccc23)c(OC)c1,?,.,?
Cc1ccc(CNC(=O)CCCn2c(=O)c3ccccc3n(CC(=O)NC3CCCC3)c2=O)cc1,-14%,3%,1%
COC(=O)c1cccn(CC(=O)c2ccc(Cl)cc2Cl)c1=O,-20%,5%,20%
CCCSc1ncc(Cl)c(C(=O)Nc2c(C(=O)Nc3ccc(OC)cc3)oc3ccccc23)n1,?,0%,?
Cc1ccccc1N1C(=O)C(Cc2ccc(F)cc2)S/C1=C(\C#N)C(N)=O (centres undefined),-9%,5%,-14%
COc1ccc(Cn2nnnc2C(c2ccc(N(C)C)cc2)N2CCC(C(N)=O)CC2)cc1 (centres undefined),-8%,5%,2%
O=C(NCC1CCCO1)c1cc([N+](=O)[O-])ccc1N1CCC(Cc2ccccc2)CC1 (centres undefined),23µM*,2%,?
Cc1cc(NC(=O)C2(C)CCN2C(C)C)c2ccccc2n1 (centres undefined),21µM*,.,?
O=C(Nc1ccc(F)cc1F)c1ccc(-c2ccccc2)s1,?,-3%,-17%
C[C@H](NC(=O)c1nc[nH]c1C(=O)N[C@@H](C)C(=O)OCc1ccccc1)C(=O)OCc1ccccc1,-8%,.,-4%
COCCn1c(-c2ccc(Cl)cc2Cl)nc2c(c(=O)c3ccccc3n2C)c1=O,?,-5%,?
CC(C)c1ccc(OCC(=O)Nc2ccc3oc(=O)ccc3c2)cc1,0%,.,11%
COc1ccc(C2=NN(C(=O)c3ccc(Cl)c([N+](=O)[O-])c3)C(c3ccccc3)C2)cc1 (centres undefined),?,8%,?
COc1ccc(NC(=O)CN(C)C(=O)c2c(C)nn(Cc3ccccc3)c2C)cc1,-1%,1%,-22%
COc1ccc(NS(=O)(=O)c2ccc(NC(C)=O)cc2)cc1OC,6.5µM*,-1%,9.2µM*
CC(C(=O)NC1CCCCC1)N1C(=O)c2cccc3cccc1c23 (centres undefined),?,-6%,?
O=C(Cc1cccs1)Nc1nnc(CCc2ccccc2)s1,-30%,-2%,-15%
N#CCC1c2ccccc2CCN1C(=O)Nc1ccc(Cl)cc1 (centres undefined),-16%,3%,-16%
CC(C)C(NS(=O)(=O)c1c(Cl)cccc1Cl)C(=O)OCC(=O)c1c[nH]c2ccccc12 (centres undefined),?,5%,?
CCOc1ccc(S(=O)(=O)NC(C)C(=O)NCc2ccccn2)cc1 (centres undefined),-18%,14%,8%
Cc1sc2ncnc(NCC(C)(C)N3CCOCC3)c2c1C,1.5µM*,6%,2.1µM*
CCC1(c2ccccc2)ON(c2c(Br)cccc2Br)C1=O (centres undefined),16µM*,-8%,18µM*
CC1CCCC(NC(=O)CCCCCn2c(=S)[nH]c3ccsc3c2=O)C1C (centres undefined),?,.,?
CC(=O)NC1CC(C)(C)N(OC(C)=O)C(C)(C)C1,-21%,-9%,1%
Nc1n[nH]c(=S)n1-c1ccc(Cl)cc1,?,10%,-16%
Cc1cccc(N(C)C(=O)CN(C)S(=O)(=O)c2ccc3c(c2)c(=O)n(C)c(=O)n3C)c1,3%,7%,-18%
OC(COc1ccccc1)CN1CCN(C(c2ccccc2)c2ccccc2)CC1 (centres undefined),?,8%,?
CC1(C)C[C@@H]2C[C@@](C)(CN2C(=O)c2ccccc2)C1,15µM*,2%,?
O=C(O)c1c(Br)c(Br)c(Br)c(Br)c1C1c2ccc(O)cc2Oc2cc(O)ccc21,-2%,.,-21%

# Later entries
SMILES,TDP1 cell noCPT,TDP1 inh,DT40 TDP1 CPT
CN1CCN(CCc2nc3cc(NC(=O)COc4ccc(Cl)cc4)ccc3n2C)CC1,?,4%,?
CC(C)C1NCCc2c1sc1ccccc21 (centres undefined),?,.,-3%
CCN1CCN(CC(=O)Nc2ccccc2)C(=O)C1=O,2%,2%,11%
Cc1nc2oc3ccc(Cl)cc3c(=O)c2cc1C(=O)O,-17%,.,4%
Cc1cc(C)c(NC(=S)NC(=O)c2ccccc2)cc1C,8.2µM*,.,21µM*
CCOC(=O)c1cc(CC)sc1NC(=O)c1ccc2c(c1)OCCO2,?,-2%,?
CCN(CC)C(=O)c1ccc(C)c(Br)c1,-26%,2%,-14%
CC(=O)c1c(-c2ccccc2)[nH]c2ccccc12,13µM*,.,13µM*
